Screening results from PubChem.
GalR3 antagonist – antagonists of human GalR3; 360,000 tested, 0.44% active; HEK293 GalR3-CNG cAMP membrane potential fluorescence; galR3 body fused to GalR1 C-terminus; inhibition, % at 3 µM; O60755;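 active = inhibition above the screen-wide average plus 3 SD, cut at about 13% in these data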;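 note: forskolin and galanin both at EC90 stimulate the cells; cAMP rise reported by CNG channel membrane potential dye signal; 0% = forskolin plus galanin with DMSO and 100% = forskolin alone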
Target sequence (O60755 1-299 limits assumed): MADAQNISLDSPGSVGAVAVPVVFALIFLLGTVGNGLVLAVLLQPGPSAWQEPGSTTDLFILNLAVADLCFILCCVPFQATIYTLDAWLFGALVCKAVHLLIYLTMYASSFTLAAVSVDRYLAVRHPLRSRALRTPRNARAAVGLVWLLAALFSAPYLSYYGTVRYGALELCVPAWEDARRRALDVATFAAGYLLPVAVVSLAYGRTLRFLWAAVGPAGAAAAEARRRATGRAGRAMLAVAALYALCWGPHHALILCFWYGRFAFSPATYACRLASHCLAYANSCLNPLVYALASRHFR
The depositor's hits bear a star; & = joins results of further samples. Some of the compounds tested, so the mix of outcomes need not match the whole.

cpd	structure	GalR3 antagonist
1	N#Cc1ccc2nc(-c3ccc(CN4CCC(c5nc6ccccc6[nH]5)CC4)cc3)c(-c3ccccc3)nc2c1	-1
2	Cc1cccc(C2=NN(c3ccccc3)[C@@H](C(=O)N3CCOC3=O)[C@@H]2c2ccc([N+](=O)[O-])cc2)c1	-7
3	COC(=O)c1c(-c2ccccc2)oc2c1C(OCCO)CCC2 (centres undefined)	-7
4	CCCCOc1ccc(SCCCN2CCOCC2)cc1	-6
5	CSc1ccc(S(=O)(=O)NCC(=O)OCC(=O)N(C)CC(=O)Nc2ccc(F)cc2)cc1[N+](=O)[O-]	1
6	Oc1c(CN2CCOCC2)cc(CN2CCOCC2)c(O)c1O	-3
7	NNc1cc2c(nn1)CCN(C(=O)c1ccccc1)C2	-4
8	C[C@]12c3[nH]c4ccc(Cl)cc4c3CCN1C(=O)[C@@H](CC(=O)NCc1cccc(C(F)(F)F)c1)C[C@@H]2C(=O)N1CCCCC1	-9
9	COc1ccccc1CCn1cnc(-c2cccc(F)c2)c1C(C)C	-8
10	Cn1nc(C(C)(C)C)cc1N1C(=O)CCC1(C)C(=O)Nc1ccc2ccccc2c1 (centres undefined)	-7
11	O=C(NCc1cccs1)c1csc(COCCO)n1	-4
12	COCCCn1cc(CN2CC(N3CCSCC3)CS2(=O)=O)nn1 (centres undefined)	-5
13	O=C(NC(c1ccc(Cl)cc1)c1cccnc1)C1CCN(CCOc2ccc(Cl)cc2Cl)CC1 (centres undefined)	-10
14	CCc1nc2ccc(C(=O)NCCN3CCOCC3)cn2c1N(C)Cc1ccc(OC)cc1	-4
15	Oc1ccc2ccccc2c1CNc1ccc2ccccc2c1	-3
16	Cc1ccc(S(=O)(=O)NC(=O)C2(C)CCN2C(=O)Cc2ccc(-c3ccccc3)cc2)cc1 (centres undefined)	-5

An excerpt from above in order of the GalR3 antagonist value, smallest number first.
cpd	structure	GalR3 antagonist
13	O=C(NC(c1ccc(Cl)cc1)c1cccnc1)C1CCN(CCOc2ccc(Cl)cc2Cl)CC1 (centres undefined)	-10
2	Cc1cccc(C2=NN(c3ccccc3)[C@@H](C(=O)N3CCOC3=O)[C@@H]2c2ccc([N+](=O)[O-])cc2)c1	-7
4	CCCCOc1ccc(SCCCN2CCOCC2)cc1	-6
14	CCc1nc2ccc(C(=O)NCCN3CCOCC3)cn2c1N(C)Cc1ccc(OC)cc1	-4
1	N#Cc1ccc2nc(-c3ccc(CN4CCC(c5nc6ccccc6[nH]5)CC4)cc3)c(-c3ccccc3)nc2c1	-1

Further entries:
cpd	structure	GalR3 antagonist
17	CCn1c(SCC(=O)N2CCCCC2)nc2c([nH]c3ccccc32)c1=O	1
18	Nc1ncnc2c1ncn2[C@@H]1O[C@H](C(=O)NCc2ccc3c(c2)OCO3)[C@@H](O)[C@H]1O	-5
19	CCOC(=O)C1(C)CCCCN1C(=O)c1ccccc1OC (centres undefined)	-5
20	CC(=O)N1CCc2cc(S(=O)(=O)C(C)CC(=O)NCc3ccco3)ccc21 (centres undefined)	-5
21	CC(=O)Nc1cccc2cc(O)ccc12	-4
22	COc1ccc(C(=O)NCC(C)(C)N2CCOCC2)cc1S(=O)(=O)NCc1ccc(Cl)cc1	1
23	CC(C)C[C@@H](CNCC(=O)[C@H](C)NC(=O)c1[nH]cnc1C(=O)N[C@@H](C)CN)NC(=O)c1nc[nH]c1C(=O)N[C@@H](C)C(=O)O	-3
24	Cn1c2ccccc2c(=O)c2c(=O)n(-c3ccc(F)cc3)c(C3CCCCC3)nc21	-2
25	CC1(C(=O)NCc2ccncc2)Cc2c(-c3cccc(C(F)(F)F)c3)ccnc2O1 (centres undefined)	-5
26	O=c1[nH]cnc2c1ncn2-c1ccc(Cl)cc1	-5
27	Cc1cnc(C(=O)N(CCCn2ccnc2)C2C(=O)Nc3ccccc3N=C2c2ccccc2)cn1 (centres undefined)	-1
28	CCOCCCn1c(SCC(=O)Nc2oc(C)c3c(C)n[nH]c(=O)c23)nc2ccccc2c1=O	-3
29	O=C(Nc1ccc(OC(F)(F)F)cc1)C1CCCCN1S(=O)(=O)c1ccccc1 (centres undefined)	-4
30	CCNC(=O)C1CCCN(C(=O)C(c2ccccc2)c2ccccc2)CC1 (centres undefined)	-5
31	CC1(C(=O)NS(=O)(=O)c2cccc(OC(F)F)c2)CCN1C(=O)c1ccco1 (centres undefined)	-3
32	C[C@H](CO)N1C[C@H](C)[C@@H](CN(C)S(=O)(=O)c2ccccc2F)Oc2ncc(Br)cc2C1=O	4
33	CC(C)CC(=O)N1CC=CC[C@@H](c2ccc(Cl)cc2)N(Cc2ccc(Cl)cc2)C(=O)[C@@H]1Cc1ccccc1	-6
34	CCCCn1nnnc1C(c1ccccc1)N1CCN(c2ncccc2C(F)(F)F)CC1 (centres undefined)	-9
35	Nc1ccn([C@@H]2O[C@H](CNCC3=CCOc4ccc(O)cc43)[C@@H](O)[C@H]2O)c(=O)n1	-6
36	O=C(NCC(F)(F)F)c1ccc2sc([C@@H]3O[C@H](CO)[C@H](O)[C@H](O)[C@H]3O)nc2c1	40*
37	O=C(Cc1ccccc1)c1ccccn1	4
38	O=C1CCCN1CCc1cccc2ccccc12	-3
39	Cc1c(P(=S)(c2ccccc2)c2ccccc2)[n+]2ccccc2n1C/C=C/c1ccccc1	0
40	COc1cc(C(=S)N2CCOCC2)cc(OC)c1OC(=O)c1ccccc1Cl	-4
41	CC[C@]12c3[nH]c4cc(-c5ccco5)ccc4c3CCN1C(=O)[C@@H](CC(=O)NCCCn1ccnc1)C[C@@H]2C(=O)N1CCN(C(=O)c2ccco2)CC1	-6
42	CNC(=O)C[C@H]1C(=O)N(c2ccc(Br)cc2)C[C@@H]1C	-4
43	C[C@@H]1CN([C@H](C)CO)C(=O)CCCn2cc(nn2)CO[C@H]1CN(C)S(=O)(=O)c1ccc2c(c1)OCCCO2	-6
44	Cc1ccc(S(=O)(=O)N2C[C@H]3[C@H]4C(=O)N(c5ccccc5)C(=O)[C@H]4CC(=O)[C@H]3[C@@H]2c2cccc3ccccc23)cc1	-3
45	NCC1CCN(c2nc3ccccc3c3c2CCCC3)CC1	-7
46	CC(C)N1C(=O)c2ccccc2NC(=O)C1C(=O)NCc1cccs1 (centres undefined)	-4
47	CN(C)CCNC(=O)c1cccc(-c2cnc3c(NC=O)cc(/C=C/c4ccccc4)cn23)c1	0
48	CCOC(=O)C1CCN(C(=O)c2sc3ncn(CC(=O)N4CCCCC4)c(=O)c3c2C)CC1	-4
49	Cc1cc(CN(Nc2ccccc2)c2ccccc2)cc(C)n1	-7
50	O=[N+]([O-])c1ccc(NS(=O)(=O)c2ccccc2)c(Cl)c1	-5
51	Cc1nc(NC(=O)C(C)(C)C)sc1[N+](=O)[O-]	-7
52	Cc1cc(C)c(C(O)c2ncc(-c3ccccc3C)[nH]2)c(C)c1 (centres undefined)	-6
53	C[n+]1cccc(C(=O)O)c1	-1
54	O=C(Nc1cccc2ccccc12)ON=C1CCCCC1	2
55	CCCCNC(=O)C[C@H]1C[C@@]2(C(=O)OC)C(=C[C@H](C(C)(C)C)O[C@@H]2C)N(Cc2ccc3c(c2)OCO3)C1=O	-7
56	CN(C)C(=S)N=c1ssc(=S)n1Cc1cccnc1	-6
57	COc1ccccc1N1CCN(C(=O)c2[nH]c(C(F)(F)F)nc2-c2ccccc2)CC1	-7
58	NC(CCc1ccccc1)c1csc(Nc2ccc(C(F)(F)F)cn2)n1 (centres undefined)	-4
59	C(=C\c1ccccc1)/CN1CCN(C(c2cccc3ccccc23)c2nnnn2C2CCCC2)CC1 (centres undefined)	-2
60	CCC(CC)C(=O)N(C)c1c(C)nc2c(OCC=C(C)C)cccn12	6
61	O=[N+]([O-])c1cc(F)cc(F)c1Nc1cc(F)cc(F)c1	-8
62	CN(C)N1C(=O)C2C3C=CC(O3)C2C1=O (centres undefined)	-6
63	CC(Oc1ccccc1F)C(=O)NNC(=O)Cc1ccc(S(=O)(=O)N2CCOCC2)s1 (centres undefined)	-8
64	COc1ccccc1C1/C(=C(/O)c2cnn(-c3ccccc3)c2C)C(=O)C(=O)N1CCN(C)C (centres undefined)	3
65	O=C1c2ccccc2[C@@H]2C[C@@H](O)[C@H](Nc3ccccc3Cl)CCN12	-1
66	CCc1ccccc1NC(=O)CN1CCN(C(=O)CN2C(=O)NC3(CCCCC3C)C2=O)CC1 (centres undefined)	-2
67	O=C1NC(c2ccc3ccccc3c2)Nc2ccccc21 (centres undefined)	5
68	Nc1nc2c(ncn2[C@@H]2O[C@H](CNCc3ccc(OCCCN4CCOCC4)cc3)[C@@H](O)[C@H]2O)c(=O)[nH]1	-3
69	COc1ccc(NC(=O)c2nc[nH]c2C(=O)N(C)CCO)cc1	-5
70	O=C1NC[C@@H](Cc2ccc(O)cc2)N(CCc2cc(C(F)(F)F)cc(C(F)(F)F)c2)C1=O	-9
71	CCOc1ccc(CCN2C(=O)C(=O)N([C@@H](CC(C)C)CN3CCC[C@H]3CN3C(=O)C(=O)NC[C@@H]3Cc3ccccc3)C[C@@H]2CC(C)C)cc1	-6
72	CCCN(C)C1CN(Cc2cn(Cc3ccc(C(F)(F)F)cc3)nn2)S(=O)(=O)C1 (centres undefined)	-4

The results go on.
# | structure | GalR3 antagonist
73 | Cc1ccc(Cc2c(-c3ccc(F)cc3)nc3ccc(Cl)cn23)cc1 | -8
74 | COc1cc(OC)cc(C(=O)NNC(=O)C2CCC2)c1 | -7
75 | C[C@@H]1CN([C@H](C)CO)C(=O)CCCn2nncc2CO[C@@H]1CN(C)S(=O)(=O)c1ccc(C#N)cc1 | -3
76 | O=C(NCc1cc(C(F)(F)F)cc(C(F)(F)F)c1)c1cc(-c2cc(F)ccc2OCC2CCCO2)n[nH]1 (centres undefined) | -6
77 | Cc1ccc(S(=O)(=O)N2CCC[C@H]2C(=O)Oc2ccccc2)cc1 | -7
78 | NC(=N\N=CCc1ccccc1)/C(N)=N/N=CCc1ccccc1 | 0
79 | C[C@@H]1CN([C@H](C)CO)C(=O)CCCn2nncc2CO[C@H]1CN(C)S(=O)(=O)c1ccc2c(c1)OCCCO2 | -4
80 | CC(=O)C1=C(C)N(Cc2ccc(F)cc2)C(=S)NC1c1cccc(F)c1 (centres undefined) | -7

Shown with each value named: 4 of the compounds above.
#17 CCn1c(SCC(=O)N2CCCCC2)nc2c([nH]c3ccccc32)c1=O
  GalR3 antagonist = 1
#18 Nc1ncnc2c1ncn2[C@@H]1O[C@H](C(=O)NCc2ccc3c(c2)OCO3)[C@@H](O)[C@H]1O
  GalR3 antagonist = -5
#19 CCOC(=O)C1(C)CCCCN1C(=O)c1ccccc1OC (centres undefined)
  GalR3 antagonist = -5
#20 CC(=O)N1CCc2cc(S(=O)(=O)C(C)CC(=O)NCc3ccco3)ccc21 (centres undefined)
  GalR3 antagonist = -5

(more compounds)
# | structure | GalR3 antagonist
81 | c1ccc(OCCNc2ccn3nc(-c4ccc(OCCN5CCOCC5)cc4)cc3n2)cc1 | -8
82 | O=C1NC(=O)N(c2ccc(Cl)cc2)C(=O)/C1=C/c1ccc2c(c1)CCN2Cc1ccccc1Cl | 0
83 | CCNC(=O)N1CCN(c2ccc(N3CCN(C(=O)NCC)[C@@H](C)C3)c(C)c2)[C@@H](C)C1 | -6
84 | CCc1nc2ccc(C(=O)NCc3ccccc3OC)cn2c1N(C)C(=O)Cc1ccccc1 | -6
85 | COc1ccc(OC)c(NC(=O)C2(C)CCN2C(=O)C2(c3ccccc3)CCCC2)c1 (centres undefined) | -5
86 | COc1ccc2[nH]c3c(c2c1)CCN1C(=O)C(CC(=O)NCC24CC5CC(CC(C5)C2)C4)C[C@H](C(=O)N2CCCCC2)[C@@]31C (some centres undefined) | -3
87 | CC(C)(C)c1ccc(C2(C)NC(=O)N(CC(=O)NC3CCS(=O)(=O)C3)C2=O)cc1 (centres undefined) | -1
88 | COc1ccc(C(C(=O)Nc2ccc(F)cc2)N2CCN(c3cccc(C(F)(F)F)n3)CC2)cc1 (centres undefined) | -3
89 | Cc1cc(C)cc(C(O)c2ncc(-c3ccc(C(F)(F)F)cc3)[nH]2)c1 (centres undefined) | -4
90 | Cc1ccc(NC(=O)CCC(=O)N2CCC(c3ccccc3)=N2)cc1S(=O)(=O)N1CCCCC1 | 4
91 | CC1CCc2c(sc(NC(=O)c3noc4c3CCCC4)c2C(N)=O)C1 (centres undefined) | -6
92 | CC1CCN(C(=O)c2ncn3c2c(=O)[nH]c2ccc(Br)cc23)CC1 | 1
93 | COc1ccc(/C=C/C(=O)N(C)CC(=O)Nc2cccc(F)c2)cc1S(=O)(=O)N1CCCCC1 | -5
94 | CCOc1ccccc1-c1cc(NC)ncn1 | -7
95 | Cc1cccc(NS(=O)(=O)c2ccc(S(=O)(=O)N3CCCC3)cc2)c1 | -3
96 | CCC(NC(=O)CC[C@H]1O[C@@H](n2cc(C)c(=O)[nH]c2=O)C[C@@H]1O)c1ccccc1 (some centres undefined) | -8
97 | COc1cccc(Nc2nc(C(N)CC(C)C)cs2)n1 (centres undefined) | -7
98 | C=C1C(=O)C23CCC4C(C)(C(=O)OC)CCCC4(C)C2CCC1(O)C3 (centres undefined) | 37*
99 | COc1ccc2c(c1OC)C(CC(C)=O)N1CCc3cc4c(cc3C1C2=O)OCO4 (centres undefined) | -5
100 | CCCCCCCCCCCCCCCC[n+]1ccccc1 | -1&-6&-4
101 | CCc1c(-c2ccc(F)cc2)ncn1Cc1cccc(-c2ccccc2)c1 | -5
102 | CN1CCN(c2ccc(S(=O)(=O)N3CCCCC3)cc2NC(=O)CSC(C)(C)C)CC1 | -7
103 | COc1ccc(C2C3=C(CCCC3=O)N(CC(=O)O)C3=C2C(=O)CCC3)cc1Br | -5
104 | Cc1cc(C=O)sc1[B-](F)(F)F | -4
105 | COc1ccc(S(=O)(=O)N2CCN(CC(=O)N3c4ccccc4CC3C)CC2)cc1OC (centres undefined) | -3
106 | COc1ccc(-c2cnc3c(c2)C(=O)N([C@H](C)CO)C[C@@H](C)[C@H](CN(C)Cc2ccccc2)O3)cc1 | -4
